G9a inh: G9a (human) methyltransferase inhibition. Potency, µM (top dose mostly 102 µM), inactives show at the top dose activity, negative = inhibition, usual class: inhibitors. 8.8% of 350,000 active. G9a H3K9 monomethylation, AlphaScreen, 2 h. AID 504332. Q96KQ7; note: % is set by controls: 0 for no effect and ±100 for the full control effect; nearly all actives have a fitted effect of over 75% in size
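Quantitative HTS format: methyltransferase activity on a biotin-tagged H3K9 peptide is measured by AlphaScreen, using a rabbit anti-monomethyl-H3K9 antibody with streptavidin donor and anti-IgG acceptor beads. Final levels are 20 nM enzyme, 500 nM peptide, 20 uM SAM; 2 h RT.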
BLM inh: inhibitors of human Bloom syndrome helicase BLM. P54132. recombinant BLM DNA unwinding, fluorescence dequenching. Potency, µM (highest dose often 56.1 µM), inactives show at the highest dose activity change, negative = inhibition, most hits filed as inhibitors. 0.2% of 350,000 active;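 note: plate controls were vehicle for no effect and no enzyme for full effect; nearly all actives have a fitted effect of over 35% in size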
POLI inh: blocks human DNA polymerase iota activity | Potency, µM (doses to about 115 µM), for inactives: at the top dose activity, negative = inhibition, hits mostly inhibitors | 1% of 390,000 active | Pol iota fluorescent replication assay, 10 min | Q9UNA4
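Pol iota at 10 nM preincubated 15 min with compounds at room temperature; reaction started with fluorescent substrate, 50 nM final. Fluorescence read kinetically at 0 and 10 min; buffer-only wells as negative control.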
JMJD2A Tudor inh: JMJD2A Tudor domain (human) inhibition; AID 504339; O75164; AlphaScreen JMJD2A-Tudor / H3K4me3 peptide binding; Potency, µM (doses to about 114 µM), for inactives: at the top dose activity change, negative = inhibition, most hits filed as inhibitors; 4.4% of 390,000 active; note: % is set by controls: 0 for no effect and ±100 for the full control effect; nearly all actives have a fitted effect of over 50% in size
HP1b chromo inh: blocks HP1-beta chromodomain binding to methylated histone tails; AlphaScreen HP1-beta / biotin-H3K9me3 peptide binding; AID 540317; Potency, µM (top dose mostly 114 µM), without a hit: top-dose activity change, negative = inhibition, actives largely listed as inhibitors; 0.56% of 390,000 active; P83916; note: nearly all actives have a fitted effect of over 70% in size; inactives centre near 23
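HP1-beta protein (50 nM final) preincubated 30 min at room temperature with biotinylated H3(1-18)K9me3 peptide (50 nM) in PBS pH 7.4, 0.01% Tween-20, then compound added for 30 min. AlphaScreen streptavidin donor/nickel chelate acceptor beads (10 ug/mL final), 30 min dark, luminescence read.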
Pin1 inhibitor: inhibitors of human Pin1; Q13526; Potency, µM (series often up to 115 µM), for inactives: at the highest dose activity, negative = inhibition, actives largely listed as inhibitors; Pin1 FP peptide displacement, HiFluor488, 10 min; AID 504891; 0.009% of 390,000 active; active = well fitted inhibition curve with a large enough effect in the polarisation, with a control signal flat, not every such curve was filed as active; inconclusive = small, poorly fitted or top-dose-only effect, or effect the other way, or a change in a side signal; inactive = no such curve, though single readings can be large or run the other way; the % refers to the polarisation; note: % is set by controls: 0 for no effect and ±100 for the full control effect
BAZ2B block: BAZ2B (human) inhibition; Q9UIF8; AlphaScreen BAZ2B-H3K14Ac peptide displacement; Potency, µM (highest dose often 114 µM), for inactives: at the top dose activity change, negative = inhibition, hits mostly inhibitors; 4.4% of 360,000 active; note: % is set by controls: 0 for no effect and ±100 for the full control effect; nearly all actives have a fitted effect of over 60% in size
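AlphaScreen displacement of biotin-H3(5-23)K14Ac peptide (50 nM final) from BAZ2B (50 nM final) in PBS pH 7.4, 0.01% Tween-20; complex preformed 30 min RT, then compounds (top 110 uM) 30 min RT, beads 20 min dark.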
PGK inhibitor: T. brucei PGK inhibition | PGK/GAPDH coupled, Kinase-Glo luminescence, 60 min | Potency, µM (series often up to 57.5 µM), for inactives: top-dose activity change, negative = inhibition, usual class: inhibitors | 0.043% of 380,000 active; note: % is set by controls: 0 for no effect and ±100 for the full control effect; nearly all actives have a fitted effect of over 60% in size
Target sequence (P07378 whole entry, looked up): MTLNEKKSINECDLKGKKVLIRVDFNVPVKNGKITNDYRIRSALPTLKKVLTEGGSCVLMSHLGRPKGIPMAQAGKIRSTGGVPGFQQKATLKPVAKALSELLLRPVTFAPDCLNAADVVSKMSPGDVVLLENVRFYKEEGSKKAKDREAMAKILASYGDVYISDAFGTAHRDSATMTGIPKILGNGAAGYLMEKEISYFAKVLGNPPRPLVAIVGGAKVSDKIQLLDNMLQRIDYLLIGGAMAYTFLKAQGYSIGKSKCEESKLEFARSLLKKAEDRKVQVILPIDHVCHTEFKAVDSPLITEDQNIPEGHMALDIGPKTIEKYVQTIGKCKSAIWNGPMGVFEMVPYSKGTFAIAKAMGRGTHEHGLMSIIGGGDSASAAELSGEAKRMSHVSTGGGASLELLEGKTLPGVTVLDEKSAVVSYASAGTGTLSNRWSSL
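Luminescent ATP detection (Kinase-Glo Plus) follows a 60-minute room-temperature incubation, with wells lacking PGK as controls. Buffer: 100 mM TEA (pH 7.6), 5 mM MgCl2, 0.01% Tween-20. Coupling enzyme GAPDH (100 nM final) supplies unstable 1,3-BPG in-well.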
GLS inh: glutaminase GLS (human) inhibition; AID 624170; Potency, µM (highest dose often 45.5 µM), for inactives: top-dose activity change, negative = inhibition, actives largely listed as inhibitors; GLS enzymatic activity, qHTS titration; O94925; 0.21% of 410,000 active; note: % is set by controls: 0 for no effect and ±100 for the full control effect
Target sequence (O94925 whole entry, looked up): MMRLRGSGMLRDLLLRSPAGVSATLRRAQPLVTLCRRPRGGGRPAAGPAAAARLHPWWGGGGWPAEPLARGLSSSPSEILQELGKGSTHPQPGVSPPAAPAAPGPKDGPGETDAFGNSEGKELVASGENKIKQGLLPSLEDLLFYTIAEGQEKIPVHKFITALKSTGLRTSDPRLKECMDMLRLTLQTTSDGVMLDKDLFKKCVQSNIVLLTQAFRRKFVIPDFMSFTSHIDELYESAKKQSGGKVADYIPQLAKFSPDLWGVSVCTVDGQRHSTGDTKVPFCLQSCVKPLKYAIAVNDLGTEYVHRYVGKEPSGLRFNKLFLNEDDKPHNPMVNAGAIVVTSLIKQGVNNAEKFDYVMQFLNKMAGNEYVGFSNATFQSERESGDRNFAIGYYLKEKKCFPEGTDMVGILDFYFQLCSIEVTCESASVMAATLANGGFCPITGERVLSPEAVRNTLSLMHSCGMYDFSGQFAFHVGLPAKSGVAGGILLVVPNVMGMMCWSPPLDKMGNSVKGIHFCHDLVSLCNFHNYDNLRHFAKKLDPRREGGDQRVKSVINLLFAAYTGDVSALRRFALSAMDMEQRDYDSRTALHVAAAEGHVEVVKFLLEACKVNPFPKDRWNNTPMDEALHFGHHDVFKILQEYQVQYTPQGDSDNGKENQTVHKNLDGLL
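hKGA in 45 mM KH2PO4 (pH 8.2), 0.02% Tween-20 with compound, then 1mM L-Glutamine (stock as added) plus glutamate oxidase/HRP/Amplex red coupling mix. Fluorescence read initially and after 30 min at RT; signal change reflects glutamate formation.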
* = called active by the depositor; i = inactive; u = inconclusive; x = no result given; & = joins results of further samples; [ ] = dose if it differs, or a comment. Unless noted, calls come from the whole dose curve; as a rule, active = well fitted curve in the direction sought with a large enough effect; inconclusive = small, poorly fitted or top-dose-only effect, or another doubt; inactive = no such curve, though single readings can be large; an effect the other way counts as inactive or inconclusive. Potency is the fitted concentration of half-maximal effect.

POLI inh | Pin1 inhibitor | GLS inh | G9a inh | HP1b chromo inh | BAZ2B block | BLM inh | JMJD2A Tudor inh | PGK inhibitor | Molecule
23% | 1% | 0% | -28% | 15% | -38% | x | -25% | -8% | O=C(NCC(c1ccco1)N1CCN(c2ccc(F)cc2)CC1)c1ccc2c(c1)OCO2 (configuration not stated)
-2% | -2% | 10% | u | 2% | -4% | -4% | -17% | -1% | O=C(NCC1c2ccccc2CCN1C(=O)CN1CCOCC1)C1CCCCC1 (configuration not stated)
-1% | 3% | 19% | 10% | -2% | 4% | -8% | -6% | -8% | CCOC(=O)c1ccc(NC(=O)c2ccc(NC(=O)C3CCCO3)cc2)cc1 (configuration not stated)
-9% | -1% | -13% | -7%[59 µM] | 1% | -8% | -6% | -14% | -2% | Cc1ccc(C)c(N2CCN(C(=O)CN3C(=O)COc4ccc(S(=O)(=O)N5CCOCC5)cc43)CC2)c1
u | 1% | -26% | 9% | 22% | -1% | -3% | -3% | -2% | O=C(CSc1ncn[nH]1)NCCc1ccc(Cl)cc1
4% | -10% | -3% | 8% | -1% | -11% | -9% | 0% | -7% | Cc1nn(CC(=O)NCCCN2CCC(Cc3ccccc3)CC2)c(=O)c2cc(-c3ccccc3)nn12
17% | -11% | 14% | -23%[59 µM] | 47%[activator] | -12% | 1% | 0% | x | CCc1c(C)nc2nncn2c1Nc1cccc(C)c1
-15% | -22% | 16% | 50µM* | 40µM* | 45µM* | u | 45µM* | -6% | CC(C)COc1ccc(-c2nn(-c3ccccc3)cc2/C=C2/SC(=S)N(CC(=O)O)C2=O)cc1
8% | 1% | 5% | -4%[12.7 µM] | 26% | 8% | 2% | -5% | 1% | CC(=O)c1c(C)[nH]c(C(=O)OCc2nnc(-c3ccccc3)o2)c1C
114%[activator] | -4% | 9% | 4% | 19% | -14% | 2% | -17% | -1% | Cc1cccc(C)c1NC(=O)CNCC(=O)N(C)C
8% | -1% | -8% | 6%[59 µM] | 49%[activator] | x | -2% | 2% | i | Cc1cccc(NC(=O)C(NS(=O)(=O)c2cccc3nsnc23)c2ccccc2)c1C (configuration not stated)
3% | 0% | 22% | 18%[2.33 µM] | 31%[activator] | -8% | 1% | 1% | 8% | COc1cc(N2C(=O)CSC23C(=O)Nc2ccccc23)cc(OC)c1OC (configuration not stated)
7% | 27% | -16% | 45µM* | 55%[activator] | -17% | 1% | -21%[11.4 µM] | -4% | O=C(CSc1nc2ccccc2o1)Nc1nc2ccc(Br)cc2s1
-46% | 4% | 9% | 28% | 18% | 0% | -3% | -11% | -1% | COc1cc(OC)cc(-c2nnc(SCc3cccnc3)o2)c1
3% | -1% | 0% | 79%[activator] | 115%[activator] | 6% | -12% | 44%[activator] | -15% | NN(Cc1ccccc1)C(=S)Nc1ccc(Cl)c(Cl)c1
2% | -6% | 2% | -2%[59 µM] | 19% | -15% | -6%&2% | -13% | -8% | NS(=O)(=O)c1cc2c(cc1Cl)NC(C(Cl)Cl)NS2(=O)=O (configuration not stated)
0% | -4% | 1% | x | 34% | x | x | -10% | -1% | C[C@@]12CCC3[C@@](CCC4[C@@]3(C)CCC[C@@]4(C)C(=O)N3CCOCC3)(CC1=O)C2 (some centres not stated)
38%[activator] | 5% | x | 11% | 92%[activator] | 17% | 1% | 79%[activator] | 0% | CCOC(=O)C1=CN(C)C=C(C(=O)OCC)C1c1ccsc1
60% | -10% | 191%[activator] | 0% | 6% | -3% | 3% | -8% | -6% | O=c1cc(CO)occ1OCc1c(F)cccc1Cl
50%[activator] | -5% | 16% | 35µM* | 35% | 9% | x | -4% | 1% | COCCNc1nnc(SCC(=O)NNC(=O)c2ccc([N+](=O)[O-])cc2)s1
10% | 40%[activator] | 2% | u | 21% | -24% | -8% | -17% | 10% | Cc1ccccc1CNC(=O)CCSCc1cnn(-c2ccccc2)c1-n1cccc1
29% | -6% | -2% | 48% | 26% | -17% | 0% | -8% | -2% | O=C(NCCN1CCN(C(=O)c2ccc([N+](=O)[O-])cc2)CC1)C(=O)Nc1ccc(F)cc1
-6% | 13% | 3% | -43%[59 µM] | 0% | -11% | -2% | -25% | -6% | Cc1cc(C)c2c(-n3cccc3)c(C(=O)NCCc3ccccc3)sc2n1
18% | 7% | -6% | -10%[59 µM] | 15% | -14% | -1% | -19% | -1% | Cc1ccc(S(=O)(=O)NCCc2nnc3ccc(SCC(=O)Nc4c(C)cc(C)cc4C)nn23)cc1
12% | 5% | -2% | -22% | 93%[activator] | 3% | -2% | 2% | -9% | OCCNc1cc(Cl)ncn1
7% | 33%[activator] | 10% | u | 2% | -25%[57.1 µM] | -2% | u | 8% | COc1ccccc1N1CCN(C(=O)c2cc3ccc4ccc(C)[nH]c4c3n2)CC1
18% | 1% | 2% | x | 30% | x | x | -8% | i | CCOC(=O)CCC(NC(=O)c1ccc(Nc2nc3ccccc3nc2C(=O)OCC)cc1)C(=O)OCC (configuration not stated)
u | 0% | 7% | x | -1% | -39% | -8% | -29% | -10% | COc1cc2ccc3c(CCN(C)C)cc(OC)c(OC)c3c2cc1OC
-1% | 0% | 1% | 11%[59 µM] | 12%[57 µM] | 1% | -1% | -18% | -8% | CCC(C)(C)NC(=O)C1CCN(S(=O)(=O)c2c(C)noc2/C=C/c2ccc(C)cc2)CC1
-26% | -9% | -4% | -8% | 26% | -16% | 0% | u | -5% | COc1cc(/C(C)=N/NC(=O)c2cccc(S(=O)(=O)N3CCCC3)c2)cc(OC)c1OC
32%[activator] | 2% | 15% | 7% | 41%[activator] | -16% | -4% | -15% | -7% | Cc1cc(C(=O)NNC(=O)/C=C/c2ccccc2Cl)c(C)o1
-6% | 0% | 1% | 6%[59 µM] | 24% | -5% | 1% | -8% | -5% | COc1cc2c(=O)n(CC3CCCO3)c(=O)n(CC(=O)Nc3ccc(F)cc3F)c2cc1OC (configuration not stated)
19% | 0% | 17% | 20%[12.7 µM] | -13% | -20% | 3% | u | -6% | CC(=O)NC1C(OCc2ccccc2)OC2COC(c3ccccc3)OC2C1OCC(=O)O (configuration not stated)
10% | 0% | -18% | 98%[activator] | 71% | 15% | -11% | 34% | -10% | CSc1ccc(S(=O)(=O)NCc2ccc(Cl)cc2Cl)cc1
21% | 5% | 49%[activator] | u | -4% | -37% | 0% | u | i | CCOc1ccc(NC(=O)NCCCN2CCN(c3ccc(OC)cc3)CC2)cc1
39%[activator] | -1% | 0% | -9%[12.7 µM] | 26% | -8% | x | -8% | -7% | O=C(COC(=O)c1ccccc1O)NC(=O)c1ccc(OC(F)F)cc1
25% | -2% | 7% | 9% | 23% | -1% | -3% | -7% | -1% | CNC(=O)CSc1nc2c([nH]c3ccccc32)c(=O)n1CCOC
-18% | -5% | -2% | 19% | 62%[activator] | 12% | 2% | -6% | -6% | O=C(NCCN1C(=O)C2C3C=CC(C3)C2C1=O)Nc1cccnc1 (configuration not stated)
86%[activator] | -6% | -7% | 19%[0.501 µM] | 28% | 7% | 1% | -8% | -5% | COc1cccc(N(CC(=O)NCCSCc2ccc(Cl)cc2)S(C)(=O)=O)c1
-14% | -2% | 8% | 71µM* | 6% | 4% | -5% | -32% | 0% | Cc1ccc(/C(O)=C2/C(=O)C(=O)N(c3ccccn3)C2c2ccc([N+](=O)[O-])cc2)cc1 (configuration not stated)
18% | 1% | 11% | u | 23% | 10µM* | -2% | 16µM* | 1% | COc1ccccc1Nc1nc(N)nc(CN(C)C2CCCCC2)n1
7% | -1% | -4% | -14%[59 µM] | 35% | 3% | -3% | -6% | -3% | Cc1ccc2c(c1)N(C(=O)NCc1ccccc1)CCO2
43%[activator] | -9% | -14% | 3.5µM* | -32% | -13% | -2% | u | i | CCc1c(C(C)S(=O)(=O)c2ccccc2)[nH]c(=O)n1CC (configuration not stated)
-3% | 10% | 17% | -44% | 15%[57 µM] | -21% | -7% | -11% | i | O=C(COc1ccc(F)cc1)Nc1c(C(=O)N2CCC(N3CCCCC3)CC2)oc2ccccc12
-19% | 2% | 6% | x | 29% | -7% | -5% | -8% | -2% | O=C(c1cc(COc2ccc(F)cc2Cl)on1)N1CC2C[C@@H]3CC1C[C@H](C2)C3
28% | -3% | 4% | 16% | 37% | -12% | -3% | -4%[11.4 µM] | -5% | O=C(Nc1cccc(S(=O)(=O)N2CCOCC2)c1)C(c1ccccc1)N1CCCCC1 (configuration not stated)
7% | 1% | 0% | -2%[12.7 µM] | 10% | 9% | 1% | -9% | -3% | CC(C)CNC(=O)COC(=O)c1ccc(Cl)c(S(N)(=O)=O)c1
-11% | -4% | 3% | -23%[59 µM] | 32% | -14% | -3% | -18% | -7% | Cc1ccccc1-c1noc(-c2ccc(N3CCC(C)CC3)c([N+](=O)[O-])c2)n1
-7% | 0% | 31% | 7%[59 µM] | 18% | u | -2% | -11% | -4% | C/C(CC(=O)Nc1ccccn1)=N\NC(=O)c1ccc2ccccc2c1
-19% | 4% | 47%[activator] | x | -37% | x | x | -26% | u | NS(=O)(=O)c1ccc(NNC(=O)c2ccc(Br)o2)c([N+](=O)[O-])c1
-3% | -3% | 14% | 35µM* | 8% | -24% | x | -23% | i | O=C(Nc1ccccc1N1CCCC1)c1ccc(N2CCCC2=O)cc1

Four entries drawn at random from the list so far:
POLI inh | Pin1 inhibitor | GLS inh | G9a inh | HP1b chromo inh | BAZ2B block | BLM inh | JMJD2A Tudor inh | PGK inhibitor | Molecule
3% | -1% | 0% | 79%[activator] | 115%[activator] | 6% | -12% | 44%[activator] | -15% | NN(Cc1ccccc1)C(=S)Nc1ccc(Cl)c(Cl)c1
-19% | 4% | 47%[activator] | x | -37% | x | x | -26% | u | NS(=O)(=O)c1ccc(NNC(=O)c2ccc(Br)o2)c([N+](=O)[O-])c1
43%[activator] | -9% | -14% | 3.5µM* | -32% | -13% | -2% | u | i | CCc1c(C(C)S(=O)(=O)c2ccccc2)[nH]c(=O)n1CC (configuration not stated)
4% | -10% | -3% | 8% | -1% | -11% | -9% | 0% | -7% | Cc1nn(CC(=O)NCCCN2CCC(Cc3ccccc3)CC2)c(=O)c2cc(-c3ccccc3)nn12

High-throughput results deposited in PubChem by National Center for Advancing Translational Sciences (NCATS).

The list is partial (hit frequency here may not be typical).
